# Assay outcomes deposited in PubChem by several laboratories.
# CRFBP-R2 block = CRF-BP/CRF-R2 complex antagonism; HEK293 CRF-R2/CRF-BP, CRF-induced calcium fluorescence; inhibition, % at 11.8 µM; 350,000 compounds, 0.59% hits;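 active means inhibition of the ligand-induced calcium signal above about 50% at the single tested concentration, limit read from the data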
# M1 PAM parental = nonselective activator or artifact in parental CHO-K1 calcium assay; ATP EC20, Fluo-8 calcium fluorescence; 0% at ATP EC20, 100% at ATP max; activation, % at 3 µM; 360,000 compounds, 0.02% hits;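 active means activation above the run cutoff, the mean activation of all test compounds plus 3 SD, cut at about 40% in these data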;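 further: peak over basal fluorescence ratio in a 140 s read after ATP addition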
# M5 PAM = positive allosteric modulators of human muscarinic M5 receptor | CHO-K1 hM5, Fluo-8 calcium, ACh EC20 PAM; 0% = ACh EC20, 100% = ACh EC100 | 360,000 compounds, 0.3% hits | activation, % at 3 µM | P08912;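 active means activation above the run cutoff, the mean activation of all test compounds plus 3 SD, cut at about 18% in these data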
#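 Replicates: One well per compound, no replicates | System: Human M5 receptor in CHO-K1 cells | Benchmarks: Low control EC20 acetylcholine (0%), high control EC100 acetylcholine (100%) | Probe or stimulus: Acetylcholine, EC20 level | Times: Fluo-8 loading 80 min at 37 °C plus 30 min room temperature | Signal: Intracellular calcium via Fluo-8 fluorescence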
# CRFR2-BP ag = agonists of human CRF-binding protein/CRF-R2 receptor complex; HEK293 CRF-R2/CRF-BP, calcium dye fluorescence (FLIPR); percent of saturating CRF peptide response; activation, % at 13.2 µM; 350,000 compounds, 0.46% hits;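 active means activation of at least 50%, plus an integration ratio under a set limit after plate pattern correction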;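 further: plate controls were neutral control wells without compound for no effect and CRF at EC100 for full effect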
# TAAR1 ag = human TAAR1 agonism. Q96RJ0. CHO RD-HGA16 TAAR1, Fluo-8 calcium fluorescence; vehicle wells 0%, saturating PEA agonist 100%. activation, % at 3 µM. 360,000 compounds, 0.99% hits;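 active means activation above the mean activation of all test compounds in the run plus 3 SD, cut at about 38% in these data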
# Target sequence (Q96RJ0 whole entry, looked up): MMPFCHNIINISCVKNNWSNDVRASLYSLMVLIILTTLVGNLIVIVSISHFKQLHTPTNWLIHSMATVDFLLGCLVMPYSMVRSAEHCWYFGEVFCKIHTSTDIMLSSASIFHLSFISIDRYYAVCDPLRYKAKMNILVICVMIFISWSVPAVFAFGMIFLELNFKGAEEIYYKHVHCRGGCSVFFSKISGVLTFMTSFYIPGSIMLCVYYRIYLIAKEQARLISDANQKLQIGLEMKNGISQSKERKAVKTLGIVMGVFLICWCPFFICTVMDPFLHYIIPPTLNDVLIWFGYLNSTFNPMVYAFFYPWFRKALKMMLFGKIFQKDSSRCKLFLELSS
#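 Assay system – CHO-derived RD-HGA16 cells with stable Gα16 and human TAAR1 · Compound dosing – one-point dosing at 3 µM (nominal) · Incubation – 17-24 h seeding, 75 min 37 °C dye, 30 min RT · Measured by – kinetic Fluo-8 calcium fluorescence · Control set – DMSO vehicle as 0%, PEA at EC100 as 100% · Repeats – single well for each compound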
# M5 ag = CHRM5 agonism in calcium assay. activation, % at 3 µM. 360,000 compounds, 0.19% hits. P08912. CHO-K1 hM5 cells, Fluo-8 calcium fluorescence; 0% DMSO wells, 100% maximal acetylcholine response;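 active means activation above the run's mean over test compounds plus 3 SD, cut at about 23% in these data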;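 further: signal is peak over basal fluorescence ratio across the kinetic read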
# CHRM5 antagonist = blocks acetylcholine activation of human M5 receptor | CHO-hM5 cells, Fluo-8 calcium fluorescence, ACh EC80 | inhibition, % at 3 µM | 360,000 compounds, 0.59% hits | P08912;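 active means inhibition above a per-plate cutoff, the mean of that plate's test compounds plus 3 SD, cut at about 27% in these data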;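 further: 0% = acetylcholine EC80 with DMSO and 100% = DMSO without agonist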
# M4 PAM = positive allosteric modulators of human muscarinic M4 receptor; P08173; CHO-K1 hM4/Gqi5, Fluo-8 calcium fluorescence, ACh EC20; 0% = ACh EC20, 100% = maximal ACh; activation, % at 3 µM; 360,000 compounds, 0.4% hits;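 active means activation above its plate's cutoff, the mean activation of sample wells plus 3 SD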; further: some results filed as inactive read as strong as hits
# Target sequence (P08173 whole entry, looked up): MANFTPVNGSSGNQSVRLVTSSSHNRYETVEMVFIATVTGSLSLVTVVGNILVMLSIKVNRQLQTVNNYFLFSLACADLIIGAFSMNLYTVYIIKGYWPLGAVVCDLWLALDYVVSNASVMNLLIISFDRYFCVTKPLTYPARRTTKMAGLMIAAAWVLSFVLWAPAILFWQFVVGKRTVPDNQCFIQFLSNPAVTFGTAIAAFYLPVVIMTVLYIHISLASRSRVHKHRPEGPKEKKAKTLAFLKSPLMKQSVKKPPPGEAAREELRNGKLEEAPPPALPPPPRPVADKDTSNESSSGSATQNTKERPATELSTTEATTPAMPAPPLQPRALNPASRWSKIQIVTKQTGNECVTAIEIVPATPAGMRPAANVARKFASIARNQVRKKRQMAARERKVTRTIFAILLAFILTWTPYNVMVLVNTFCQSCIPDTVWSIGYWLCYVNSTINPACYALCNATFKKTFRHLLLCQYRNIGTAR
# TAAR1 antag = antagonists of human TAAR1; AID 624466; Q96RJ0; inhibition, % at 3 µM; CHO RD-HGA16 TAAR1, Fluo-8 calcium fluorescence, antagonist; 360,000 compounds, 1.5% hits;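 active means inhibition above a per-plate cutoff, the mean inhibition of test compounds on that plate plus 3 SD, cut at about 49% in these data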;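 further: 0% = DMSO plus EC80 beta-PEA response and 100% = DMSO alone without agonist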
#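 Assay system: RD-HGA16 CHO cells with stable hTAAR1 and Gα16 / Reagent: EC80 β-phenethylamine stimulus / Doses: 3 µM, single point / Timing: dye loading 75 min at 37 °C, then 30 min room temperature / Measured by: Fluo-8 intracellular calcium dye fluorescence, real-time kinetic reads / Controls: vehicle wells and EC80 agonist wells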
# Active calls of the source: *; . = no result given.
SMILES,CRFBP-R2 block,M1 PAM parental,M5 PAM,CRFR2-BP ag,TAAR1 ag,M5 ag,CHRM5 antagonist,M4 PAM,TAAR1 antag
CCOC(=O)CNC(=O)N(CCOC)CC1CCCN(C2Cc3ccccc3C2)C1 (stereo unspecified),5.7,9.1,3.4,-0.8,-1.3,-6.7,7.7,-4.1,-2.8
Cc1ccc(-c2cnc3n2CCCCC3)cc1,-6.9,12.5,-2.9,-0.8,2.3,-10.0,1.3,-7.4,-10.8
O=C(N/N=C/c1ccccc1F)c1csc2c1CCCC2,10.5,18.0,1.1,0.6,7.6,-6.9,-6.0,-1.0,21.7
COc1ccc(C(=O)N(c2ccccc2)c2nccc3ccccc23)cc1OC,-23.4,20.2,-0.3,-0.9,-1.6,0.5,8.0,-0.5,5.8
Cc1ccc(C(c2nnnn2C(C)(C)C)N(Cc2ccco2)Cc2cccs2)cc1 (stereo unspecified),-26.5,15.3,-2.2,-0.1,11.1,0.0,-4.9,-0.8,-16.5
Cc1ccc(S(=O)(=O)N2CCN(Cc3cccc(C)c3O)CC2)cc1,-6.6,22.4,4.7,1.3,1.0,-2.0,-1.9,3.9,2.7
O=C(CCC(=O)Nc1ccccc1Cl)N/N=C1\CCCc2ccccc21,-6.2,16.7,-1.3,0.4,5.1,1.1,7.0,-6.4,-11.7
COc1ccc(NC(=O)CN2CCCC2c2cccs2)cc1S(=O)(=O)N1CCCCC1 (stereo unspecified),64.0*,-1.9,-28.2,-0.8,13.4,5.8,10.4,-11.3,39.2
C=C1CCC2C(C)(C(=O)O)CCCC2(C)C1CCC(CO)CCO (stereo unspecified),.,-2.5,-6.4,.,0.1,2.1,-3.0,9.2,-2.9
CCC(c1nnnn1Cc1ccco1)N1CCN(C(=O)c2ccco2)CC1 (stereo unspecified),5.8,6.9,-0.3,-1.4,6.9,-9.0,0.6,6.2,9.8
O=C(OCc1nc2ccsc2c(=O)[nH]1)c1cccc(S(=O)(=O)N2CCOCC2)c1,-16.9,-14.7,8.0,2.8,-0.1,1.6,3.0,-6.4,12.7
Cc1ccc(C(=O)OCc2c(C)noc2C)cc1NC(=O)c1ccco1,35.8,23.2,3.3,-0.8,4.2,-3.0,-15.0,0.6,-3.8
O=S(=O)(NCc1ccc2c(c1)OCO2)c1cccc2cccnc12,30.2,14.8,-8.8,1.0,12.7,-6.9,3.9,3.4,3.1
CCCSc1nnc2n(C)c(=O)c3c4c(sc3n12)CCC4,14.0,-0.1,14.8,-2.8,8.0,-3.4,1.0,0.5,10.8
CC(=O)OCCOc1nc(N(C)C)nc(N(C)C)n1,1.1,1.1,5.7,-0.7,8.9,1.8,-3.0,12.7,2.9
CCN(CC)S(=O)(=O)c1ccc2[nH]c(=O)cc(C(=O)NCC3CCCO3)c2c1 (stereo unspecified),12.4,6.8,0.1,-0.9,2.2,2.9,-0.6,-2.0,-7.1
Cc1cccc(C)c1NC(=O)CSc1nc(COc2ccccc2)nc2ccccc12,-3.2,15.7,2.4,-0.8,5.8,-0.7,-6.3,10.9,-19.8
CCOc1cccc(C(=O)Nc2ccccc2C(=O)N2CCN(C)CC2)c1,-1.9,-14.0,-5.8,3.1,1.3,-2.1,3.1,-3.3,-30.6
O=C(CSc1nnc(CNC(=O)c2ccccc2F)o1)Nc1ccc2c(c1)OCO2,10.2,15.8,-0.2,-0.9,0.9,-0.8,9.8,0.1,-0.5
CCOC(=O)C1=C(O)/C(=C/c2ccc(CNC(=O)C(=O)Nc3ccc(C)cc3)o2)N=C1C,-5.5,2.8,3.1,-0.3,-1.0,-1.2,-3.3,2.3,-9.3
Cn1c(=O)cc(N)n(-c2ccccc2)c1=O,8.4,-6.2,0.0,-0.1,-1.4,-1.4,1.4,-4.5,7.3
CCOC(=O)c1c(NC(=O)COC(=O)CCCOc2ccc(OC)cc2)sc(C(=O)N(C)C)c1C,-8.9,-13.9,-6.2,-1.7,4.6,2.7,9.1,3.4,-1.3
CCC(C(=O)Nc1ccc(OC)c(Cl)c1)c1ccccc1 (stereo unspecified),8.5,23.3,-2.0,2.7,-1.3,-3.0,1.1,-7.5,-8.6
Cc1[nH]cnc1C(=O)N/N=C/c1c(Cl)cccc1Cl,12.7,7.9,-4.0,-1.3,2.2,-1.9,2.7,-5.3,-14.3
COC(=O)[C@]12CCCCC=C1N(Cc1ccc3c(c1)OCO3)C(=O)[C@H](CC(=O)NCC1CCCCC1)C2,.,.,-12.3,.,6.0,0.5,12.2,-9.1,50.0*

# 2 entries picked at random from those above:
SMILES,CRFBP-R2 block,M1 PAM parental,M5 PAM,CRFR2-BP ag,TAAR1 ag,M5 ag,CHRM5 antagonist,M4 PAM,TAAR1 antag
O=C(CSc1nnc(CNC(=O)c2ccccc2F)o1)Nc1ccc2c(c1)OCO2,10.2,15.8,-0.2,-0.9,0.9,-0.8,9.8,0.1,-0.5
Cc1[nH]cnc1C(=O)N/N=C/c1c(Cl)cccc1Cl,12.7,7.9,-4.0,-1.3,2.2,-1.9,2.7,-5.3,-14.3

# The list continues.
SMILES,CRFBP-R2 block,M1 PAM parental,M5 PAM,CRFR2-BP ag,TAAR1 ag,M5 ag,CHRM5 antagonist,M4 PAM,TAAR1 antag
N#CC1=C(N)Oc2n[nH]c(-c3cccs3)c2C1c1ccco1 (stereo unspecified),-5.0,10.2,6.9,6.1,10.6,-2.2,-4.0,1.9,-1.4
CCC(C)(C)C1CCc2[nH]nc(C(=O)NCc3ccc(OC)cc3)c2C1 (stereo unspecified),-7.1,20.6,-5.6,-2.7,8.2,-6.9,12.2,-7.0,17.6
O=C(c1ccccc1F)N(Cc1nc2ccccc2c(=O)[nH]1)C1CCCC1,-10.4,0.5,-1.3,-0.1,9.9,-3.2,9.4,2.8,-2.9
c1sc2[n+](c1C13CC4CC(CC(C4)C1)C3)CCS2,-2.8,13.8,-5.8,3.7,2.4,-8.7,-2.1,-12.3,-0.5
COc1ccccc1-c1nn(-c2ccccc2)cc1C(=O)NCC(c1ccco1)N1CCCC1 (stereo unspecified),-0.8,-16.2,0.2,-0.8,4.4,-9.2,2.0,8.2,-14.1
COc1ccc(-n2c(SCC(=O)C(C)(C)C)nc3c(sc(=S)n3-c3ccccc3)c2=O)c(OC)c1,18.9,16.3,-22.2,1.2,7.7,-10.6,22.0,-12.3,-5.5
COc1ccccc1-c1c(C)oc2c(CN3CCCC(C)C3)c(O)ccc2c1=O (stereo unspecified),1.9,16.9,-1.2,-1.4,4.8,-3.6,9.7,1.5,-3.9
O=C(Nc1ccc(F)cc1)c1cnc(-c2ccccc2)nc1-c1ccccc1,-91.6,22.8,-10.7,21.5,6.7,-1.9,8.9,-3.9,10.1
Cn1c(SCC(=O)NCc2ccccc2)nc2ccccc21,-3.2,3.4,-8.9,-2.8,6.2,-1.2,15.3,0.2,-6.8
O=C(Nc1ccc(F)cc1)C1CCCN(C2=NS(=O)(=O)c3ccccc32)C1 (stereo unspecified),-5.2,11.0,-1.5,-0.6,5.2,1.2,-5.5,5.5,-15.9
CCOC(=O)c1csc(NC(=O)CN2CCCCC2)n1,11.1,3.2,-2.4,4.9,5.9,-2.5,10.4,-2.1,-15.1
c1ccc(-n2nnnc2Oc2ccc(-c3nnco3)cc2)cc1,17.3,8.3,-24.7,-5.5,6.5,83.8*,79.0*,-2.2,-6.8
CCN1C(=O)C2(C(C#N)=C(N)Oc3n[nH]c(C(C)C)c32)c2ccccc21 (stereo unspecified),-37.6,16.0,4.2,1.6,0.9,0.6,-3.0,8.6,-9.2
Cc1noc(C)c1NC(=O)N1CCN(Cc2ccccc2)CC1,-3.3,-6.9,-4.8,1.9,6.0,0.4,5.1,-4.1,1.2
O=C1C2C3C=CC(C4CC34)C2C(=O)N1c1cc(Cl)ccn1 (stereo unspecified),-2.2,17.4,1.3,-0.3,0.9,-2.9,8.0,0.1,-57.6
CC(C)NC(=O)C(=O)NCC(c1ccc2c(c1)OCO2)N1CCOCC1 (stereo unspecified),-10.0,0.7,-6.6,0.4,-0.6,-4.3,15.8,1.9,-30.4
O=C(CSc1cn(CC(=O)N2CCCCCC2)c2ccccc12)NCC1CCCO1 (stereo unspecified),7.7,-0.3,5.6,-7.2,6.0,1.8,6.5,-3.8,-36.9
O=C(N/C=C/c1ccco1)NCc1ccccc1,3.9,-6.9,5.7,3.2,3.3,-0.3,-19.3,5.7,4.8

# In another format: entries from further up
c1sc2[n+](c1C13CC4CC(CC(C4)C1)C3)CCS2
  CRFBP-R2 block: -2.8
  M1 PAM parental: 13.8
  M5 PAM: -5.8
  CRFR2-BP ag: 3.7
  TAAR1 ag: 2.4
  M5 ag: -8.7
  CHRM5 antagonist: -2.1
  M4 PAM: -12.3
  TAAR1 antag: -0.5
COc1ccccc1-c1nn(-c2ccccc2)cc1C(=O)NCC(c1ccco1)N1CCCC1 (stereo unspecified)
  CRFBP-R2 block: -0.8
  M1 PAM parental: -16.2
  M5 PAM: 0.2
  CRFR2-BP ag: -0.8
  TAAR1 ag: 4.4
  M5 ag: -9.2
  CHRM5 antagonist: 2.0
  M4 PAM: 8.2
  TAAR1 antag: -14.1
COc1ccc(-n2c(SCC(=O)C(C)(C)C)nc3c(sc(=S)n3-c3ccccc3)c2=O)c(OC)c1
  CRFBP-R2 block: 18.9
  M1 PAM parental: 16.3
  M5 PAM: -22.2
  CRFR2-BP ag: 1.2
  TAAR1 ag: 7.7
  M5 ag: -10.6
  CHRM5 antagonist: 22.0
  M4 PAM: -12.3
  TAAR1 antag: -5.5
COc1ccccc1-c1c(C)oc2c(CN3CCCC(C)C3)c(O)ccc2c1=O (stereo unspecified)
  CRFBP-R2 block: 1.9
  M1 PAM parental: 16.9
  M5 PAM: -1.2
  CRFR2-BP ag: -1.4
  TAAR1 ag: 4.8
  M5 ag: -3.6
  CHRM5 antagonist: 9.7
  M4 PAM: 1.5
  TAAR1 antag: -3.9
